TRPC4 inh – inhibitors of mouse TRPC4 channel. Q9QUQ5. 300,000 tested, 0.39% active. HEK293 TRPC4beta/mu-opioid, DAMGO-evoked Fluo4 calcium flux; hits give low values. B-score at 10 µM;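 active means B-score over 3 SD under the library average, no early fluorescence shift, positive overall ratio signal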
Target sequence (Q9QUQ5 whole entry, looked up): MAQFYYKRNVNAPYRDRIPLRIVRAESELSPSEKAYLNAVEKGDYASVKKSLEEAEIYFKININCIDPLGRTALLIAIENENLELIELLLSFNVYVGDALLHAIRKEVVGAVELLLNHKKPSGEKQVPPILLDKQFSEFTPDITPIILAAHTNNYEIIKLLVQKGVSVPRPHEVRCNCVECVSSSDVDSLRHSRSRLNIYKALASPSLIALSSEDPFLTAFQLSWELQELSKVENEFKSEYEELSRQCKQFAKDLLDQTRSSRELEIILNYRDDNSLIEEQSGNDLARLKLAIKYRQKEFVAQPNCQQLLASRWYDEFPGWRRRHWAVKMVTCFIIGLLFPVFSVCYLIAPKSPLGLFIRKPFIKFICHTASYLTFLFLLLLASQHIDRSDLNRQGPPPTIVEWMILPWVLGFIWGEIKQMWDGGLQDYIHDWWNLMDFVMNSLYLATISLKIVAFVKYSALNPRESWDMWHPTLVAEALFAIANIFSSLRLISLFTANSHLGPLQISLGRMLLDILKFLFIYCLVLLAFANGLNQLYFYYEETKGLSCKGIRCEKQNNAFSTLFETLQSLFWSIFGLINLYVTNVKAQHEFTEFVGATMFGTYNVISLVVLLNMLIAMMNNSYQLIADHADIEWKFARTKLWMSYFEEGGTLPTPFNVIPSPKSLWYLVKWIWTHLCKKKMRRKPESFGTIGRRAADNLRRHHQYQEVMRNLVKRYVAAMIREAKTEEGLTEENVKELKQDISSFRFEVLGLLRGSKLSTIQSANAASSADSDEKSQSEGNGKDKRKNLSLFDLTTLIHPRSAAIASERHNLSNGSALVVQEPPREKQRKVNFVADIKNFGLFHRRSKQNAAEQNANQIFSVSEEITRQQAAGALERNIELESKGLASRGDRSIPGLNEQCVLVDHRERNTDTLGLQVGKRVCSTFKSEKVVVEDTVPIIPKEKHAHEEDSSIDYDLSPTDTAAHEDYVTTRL
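Material: HEK293 cells with stable TRPC4beta plus mu-opioid receptor expression / Probe or stimulus: DAMGO in two steps, submaximal then maximal / Compound: single concentration per test compound / Technique: kinetic Fluo4 fluorescence imaging of calcium influx / Read-out: per-well B score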
HIF act – HIF pathway transcriptional activation; 300,000 tested, 0.32% active; U2OS HRE-luciferase reporter, luminescence; normalized: DMSO 0%, desferrioxamine 100%; activation, % at 7.5 µM (by protocol);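 active means mean activation of at least 10% of the iron chelator positive control signal, with at least half of replicates also reaching 10%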
TRPC6 activator – mouse TRPC6 channel activation; Q61143; HEK293-TRPC6 membrane potential dye fluorescence; hits give high values; B-score at 10 µM; 310,000 tested, 0.13% active; AID 2550;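 active means B-score of the integrated fluorescence ratio above library mean plus 3 SD, and starting fluorescence ratio within library mean plus 5 SD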;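 further: higher score means more depolarization so channel activation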
TRPC4 agonist – activators of mouse TRPC4 channel | 310,000 tested, 0.49% active | Q9QUQ5 | B-score at 10 µM | AID 2237 | HEK293 TRPC4beta/mu-opioid, Fluo4 calcium fluorescence; hits give high values;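 active means B-score above 5 SD of library B-scores, and initial fluorescence ratio not above library mean plus 5 SD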;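 further: positive B-score marks a calcium rise read as TRPC4 activation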
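System: HEK293 cells stably co-expressing mouse TRPC4beta and mu-opioid receptor; Schedule: Fluo4 dye loading 45 min at room temperature, 110 s recording; Detection: Fluo4 fluorescence, kinetic; Evaluation: B-scored integrated calcium fluorescence ratio; Controls: buffer (low) and maximal DAMGO (high).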
TRPC6 inh – mouse TRPC6 channel inhibition | HEK293-TRPC6, membrane potential dye, ACh-evoked depolarization; hits give low values | B-score at 10 µM | 310,000 tested, 1.1% active | AID 2553;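 active means B-score under library mean minus 3 SD, initial fluorescence not abnormally high, positive integrated signal ratio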;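 further: B-score derived from integrated fluorescence ratio over the kinetic read; more negative B-score means stronger inhibition of depolarization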
TRPC4 PAM – TRPC4 (mouse) allosteric potentiation | HEK293 TRPC4beta/mu-opioid, DAMGO EC20, Fluo-4 Ca2+ flux; hits give high values | B-score at 10 µM | 310,000 tested, 0.42% active;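 active means B-score of calcium response area above 5 SD of library B-scores, with initial fluorescence ratio within 5 SD of library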;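 further: B-score of integrated fluorescence ratio over time as area under calcium response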
SKKanGAS inh – blocks kanamycin growth of S. pyogenes SKKanGAS strain | BacTiter-Glo, 6 h | inhibition, % at 7.5 µM | 300,000 tested, 1.3% active | AID 1662;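 active means mean replicate score, as percent of positive control median, at least 50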;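 further: strain carries kanamycin resistance gene driven by streptokinase promoter and grows in 40 µg/ml kanamycin; loss of luminescence reflects streptokinase promoter inhibition or plain growth inhibition; 0% = median of DMSO wells and 100% = positive control at its reference dose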
IEC-6 tox – kills IEC-6 intestinal cells in KLF5 counter-screen. 290,000 tested, 0.78% active. AID 1825. inhibition, % at 5 µM. IEC-6 cytotoxicity, luminescence viability; in the data active means inhibition above about 22%;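 further: 0% = plate median of test compound wells and 100% = cytotoxic reference compound wells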
MrgX1 antag – human MrgX1 receptor antagonism, primary screen; B-score at 10 µM; 310,000 tested, 1.3% active; MRGX1-HEK293 calcium flux, Fluo-4, BAM8-22 antagonism; hits give low values;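 active means calcium-response B-score plate-corrected more than 3 library SD below zero, starting fluorescence within 5 deviations, no agonist response on first addition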;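 further: peak minus trough fluorescence over baseline after final BAM8-22 challenge near maximal dose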
aSyn UTR inh – 5' untranslated region of α-synuclein, MLPCN primary screen | alpha-synuclein 5'UTR reporter, inhibitor activity | inhibition, % (tested at 7.5 µM) | 300,000 tested, 0.82% active | AID 1813; in the data active means inhibition above about 60%;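 further: H4 neuroglioblastoma cells stably carrying SNCA 5'UTR luciferase fusion; 0% = DMSO wells and 100% = positive control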
KLF5 inh – inhibitors of KLF5 expression; inhibition, % at 5 µM; DLD-1 KLF5 promoter-luciferase reporter, luminescence; 290,000 tested, 0.23% active;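 active means inhibition above a per-plate limit of that plate's mean compound inhibition plus 3 SD, cut at about 60% in these data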;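 further: 0% = DMSO wells and 100% = LY294002 at 200 µM; higher means less KLF5 promoter-driven luciferase light; inactives centre near -14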
Starred values were filed as active, the others as inactive; i = inactive; . = not tested or not shown.

Compound,TRPC4 inh,KLF5 inh,TRPC6 activator,TRPC4 PAM,TRPC4 agonist,HIF act,SKKanGAS inh,TRPC6 inh,IEC-6 tox,MrgX1 antag,aSyn UTR inh
Cc1cc(S(=O)(=O)Nc2ccc(C(=O)NCC(c3ccco3)N3CCCC3)cc2)ccc1F (stereo unspecified),i,-36,i,i,i,-2.6,4,i,6,i,3
Cc1cccn2c(=O)c3cc(C(=O)NC4CCCC4)c(=N)n(CCc4ccccc4)c3nc12,i,-10,i,i,i,0.5,4,i,0,i,-40
COc1ccc(CCC(=O)NNC(=O)Nc2ccc(C(C)C)cc2)cc1,i,3,i,i,i,-0.3,-15,i,-5,i,13
O=C(/C=C/c1cccnc1)c1cc(F)ccc1O,i,-12,i,i,i,0.5,-9,i,8,i,-42
COCCN(CCOC)C(=S)Nc1cc(S(=O)(=O)N(C)C)ccc1C,i,2,i,i,i,-0.4,0,i,-1,i,3
O=[N+]([O-])c1ccc2oc(C(O)c3cccc(Cl)c3)cc2c1 (stereo unspecified),i,-18,i,i,i,-1.3,3,i,5,i,13
COc1ccc(/C=C/C(=O)N2CCCc3ccccc32)c(OC)c1,i,-14,i,i,i,-0.5,-5,i,2,i,-3
Cc1ncc([N+](=O)[O-])n1CC(=O)Nc1ccc(F)cc1F,i,-30,i,i,i,-1.2,-3,i,-3,i,0
Cc1cccc(C(=O)OCC(=O)NCCNC(=O)COC(=O)c2cccc(C)c2C)c1C,i,-24,i,i,i,0.2,1,i,0,i,12
CCN(CC(=O)Nc1c(F)cccc1F)C(=O)c1ccc(N2C(=O)c3ccccc3C2=O)cc1,i,.,i,i,i,-0.9,-3,i,.,i,9
O=C(CCc1cnccn1)NC1CCCc2c1cnn2-c1ccc(F)cc1F (stereo unspecified),i,-21,i,i,i,0.1,2,i,-4,i,-14
COc1cccc(-c2nc(CS(=O)(=O)CC(=O)NCCc3ccccc3)c(C)o2)c1,i,-10,i,i,i,0.1,0,i,3,i,16
O=S(=O)(NC1CCCCC1N1CCCCC1)c1ccccc1 (stereo unspecified),i,-20,i,i,i,0.7,0,i,-6,i,-5
Cc1nc2scc(C)n2c(=O)c1S(=O)(=O)N1CCN(c2ccccc2)CC1,i,12,i,i,i,0.3,1,i,2,i,-8
CC(=O)N1CCc2cc(S(=O)(=O)NCCCN3CCC(C)CC3)ccc21,i,-53,i,i,i,-1.8,-2,i,0,i,1

Next part (3 carried over from the part before).
Compound,TRPC4 inh,KLF5 inh,TRPC6 activator,TRPC4 PAM,TRPC4 agonist,HIF act,SKKanGAS inh,TRPC6 inh,IEC-6 tox,MrgX1 antag,aSyn UTR inh
O=S(=O)(NC1CCCCC1N1CCCCC1)c1ccccc1 (stereo unspecified),i,-20,i,i,i,0.7,0,i,-6,i,-5
Cc1nc2scc(C)n2c(=O)c1S(=O)(=O)N1CCN(c2ccccc2)CC1,i,12,i,i,i,0.3,1,i,2,i,-8
CC(=O)N1CCc2cc(S(=O)(=O)NCCCN3CCC(C)CC3)ccc21,i,-53,i,i,i,-1.8,-2,i,0,i,1
c1ccc(-c2nc(NCCCn3ccnc3)c3ccccc3n2)cc1,i,-8,i,i,i,-0.4,-20,-5.2*,6,i,-34
COc1cc(SC)ccc1C(=O)N1CCN(c2ccccc2F)CC1,i,-7,i,i,i,-0.7,-3,i,-4,i,13
COCCn1c(C)cc(/C=C(\C#N)C(=O)OC(C)C(=O)Nc2ccc(NC(C)=O)cc2)c1C (stereo unspecified),i,.,i,i,i,0.4,2,i,.,i,-4
Cc1cccc(N=Cc2c(O)cc(C)oc2=O)c1,i,14,i,i,i,-0.3,3,i,-1,i,9
O=C(CSc1nnc(-c2ccc(Cl)cc2)o1)N1CCOCC1,i,-126,i,i,i,1.5,10,i,-8,i,-154
CC(C)Cc1cc(CN2CCC(CO)(Cc3cccc(C(F)(F)F)c3)CC2)[nH]n1,i,-28,i,i,i,-0.9,23,i,-5,i,-1
CCc1nnc(NC(=O)CSc2nnc(-c3ccoc3C)n2-c2ccccc2)s1,i,-33,i,i,i,0.3,11,i,-1,i,18
CC/C(=N\NC(=O)c1c(C)nc2ccccn12)c1ccccc1,i,-15,i,i,i,0.0,3,i,-2,i,-12
COc1ccc(OCCCC(=O)OCC(=O)c2ccc3c(c2)NC(=O)CO3)cc1,i,.,i,i,i,-0.4,-2,i,.,i,11
COc1ccc(Cc2[nH]n3c(=O)cc(C(C)C)nc3c2-c2ccccc2)cc1,i,13,i,i,i,-0.1,91*,i,4,i,72*
CCOC(=O)c1sc(-c2cccc(C(F)(F)F)c2)nc1O,i,-10,i,i,i,-0.1,1,i,3,i,8
O=C(CSc1nnc2c(n1)[nH]c1ccccc12)OCc1ccccc1,i,-6,i,i,i,0.0,-4,i,3,i,2
COc1ccc(-c2nnc(NC(=O)C3CC3)o2)cc1,i,-12,i,i,i,0.4,3,i,5,i,-31
COc1ccccc1NC(=O)/C=C/c1ccc2c(c1)OCO2,i,-36,i,i,i,8.2,-6,i,3,i,-167
O=c1cc(N2CCN(c3ccccc3)CC2)[nH]c(=O)n1-c1ccccc1Cl,.,-29,i,i,i,-0.1,-3,i,-2,i,13
CCOP(=O)(OCC)C(Nc1ccccc1)c1ccccc1C(F)(F)F (stereo unspecified),i,-18,i,i,i,0.1,-1,i,2,i,-5
COc1ccc(C(CNC(=O)c2cccc(S(=O)(=O)NCc3ccccc3)c2)N(C)C)cc1 (stereo unspecified),i,-38,i,i,159*,-0.2,0,i,3,i,-15
Cn1c(=O)c2[nH]c(N=Nc3ccc(N)cc3N)nc2n(C)c1=O,i,16,i,i,i,-0.2,8,i,-7,i,25
COc1ccccc1-c1cn[nH]c1-c1ccc(OCC(=O)NN)cc1O,i,-5,i,i,i,1.4,4,i,12,i,-2
COc1ccc(CCN2C(=O)CC(N3CCN(S(=O)(=O)c4ccccc4)CC3)C2=O)cc1OC (stereo unspecified),i,-10,i,i,i,-0.4,7,i,-3,i,-6
N#C/C(=C\c1ccccc1[N+](=O)[O-])C(=O)NC1CCCCC1,i,-33,i,i,i,-0.6,2,i,-7,i,-28
CC(SC1=NCCS1)C(=O)Nc1nnc(-c2ccc(Cl)cc2)s1 (stereo unspecified),i,-53,i,i,i,0.8,11,i,5,i,-63
O=C(O)CC1(CC(=O)Nc2ccc3ccccc3n2)CCCCC1,i,-9,i,i,i,-0.8,12,i,6,i,17
Cc1nnsc1-c1c(C(=O)N2CCOCC2)c(C)nn1-c1ccccc1,i,17,i,i,i,-0.7,1,i,7,i,7
COCCCN(C(=O)c1ccccc1F)c1nc(-c2ccc(OC)cc2)cs1,i,-31,i,i,i,-1.6,2,i,8,i,-3
O=[N+]([O-])c1cccnc1NCCNc1ncc(C(F)(F)F)cc1Cl,i,-85,i,i,i,2.4,26,i,-1,i,-178
Cc1ccc(-n2cccn2)c(CN2CCCC(C(=O)c3sccc3C)C2)c1 (stereo unspecified),i,-48,i,i,i,-0.5,1,i,2,i,-14
CCc1ccccc1NC(=O)c1ccc(-n2c(C)ccc2C)cc1,i,5,i,i,i,-0.1,6,i,2,i,-98
Cc1ccc(C)c(NC(=S)NNC(=S)Nc2ccc(C(C)C)cc2)c1,i,-17,i,i,i,0.3,51*,i,-1,i,-43
COc1ccc(NC(=O)Cc2nnc(SCC(=O)Nc3ccccc3)n2C)cc1,i,-9,i,i,i,-0.2,-6,i,-6,i,16

Shown as a hit in TRPC4 agonist, among the entries above:
| SMILES | TRPC4 inh | KLF5 inh | TRPC6 activator | TRPC4 PAM | TRPC4 agonist | MrgX1 antag | aSyn UTR inh |
| --- | --- | --- | --- | --- | --- | --- | --- |
| COc1ccc(C(CNC(=O)c2cccc(S(=O)(=O)NCc3ccccc3)c2)N(C)C)cc1 (stereo unspecified) | i | -38 | i | i | 159* | i | -15 |

Following part
Compound,TRPC4 inh,KLF5 inh,TRPC6 activator,TRPC4 PAM,TRPC4 agonist,HIF act,SKKanGAS inh,TRPC6 inh,IEC-6 tox,MrgX1 antag,aSyn UTR inh
O=C1CCCC2=C1C(c1ccc(O)c(O)c1)c1c(ccc3ncccc13)N2 (stereo unspecified),i,-21,i,i,i,0.1,-1,i,-11,i,-15
CCOC(=O)c1ccc(NC(=O)CSc2nc(N3CCOCC3)nc(N3CCOCC3)n2)cc1,i,-17,i,i,i,-0.3,7,i,1,i,6
O=C(CCCN1CCC(C(=O)c2ccc(F)cc2)CC1)c1ccc(F)cc1,i,-29,i,i,i,-2.0,6,i,-5,i,15
COc1ccccc1-c1noc(-c2ccccc2C(=O)NCc2ccco2)n1,i,-19,i,i,i,0.9,-4,i,0,i,-45
COc1ccc(NC(=S)Nc2ccc(S(N)(=O)=O)cc2)c(OC)c1,i,5,i,i,i,-0.9,0,i,-2,i,-30
COc1ccccc1Oc1cc(C#N)c(C#N)cc1-n1nnc2ccccc21,i,2,i,i,i,-0.6,0,i,8,i,6
Cc1nc(NC(=O)c2ccc(-c3cc4ccccc4oc3=O)cc2)ccc1Br,i,-4,i,i,i,-0.2,2,i,-3,i,-7
CCn1c(S(=O)(=O)O)nc2ccccc21,i,-11,i,i,i,0.0,-3,i,-5,i,14
O=C(Cn1cncn1)N/N=C/c1c2ccccc2cc2ccccc12,i,-17,i,i,i,-0.1,11,i,0,i,-12
Cc1cc2cc(CN(Cc3cccs3)S(=O)(=O)c3ccc4c(c3)OCCO4)c(=O)[nH]c2cc1C,i,4,i,i,i,0.4,-1,i,3,i,-20
CCc1nnc(NC(=O)CSc2nc3c(cc2C#N)CCC3)s1,i,-117,i,i,i,-2.6,4,i,2,i,-159
COc1cc(NC(=O)Cn2nc(-c3ccc(F)cc3)ccc2=O)ccc1-n1cnnn1,i,-37,i,i,i,-1.1,-25,i,3,i,-2
CN(C)c1ccc(/C=N/NS(=O)(=O)c2ccc(Br)cc2)cc1,i,-26,i,i,i,-2.1,-15,i,-6,i,-5
COc1ccc(-n2nc(C(=O)NCC(=O)Nc3cc(C)ccc3OC)c3ccccc3c2=O)c(OC)c1,i,-7,i,i,i,-24,-1,i,1,i,31
CC(=O)c1cn(Cc2ccccc2)c(=O)[nH]c1=O,i,-21,i,i,i,-0.5,-6,i,1,i,16
CCn1ncc(S(=O)(=O)NCc2ccccc2Cl)c1C,i,-24,i,i,i,-0.3,-4,i,-1,i,7
